Source: PubChem BioAssay
Pol beta inh: blocks human DNA polymerase beta activity; Potency, µM (titrated, usually from 114 µM), for the others: at the highest dose activity change, negative = inhibition, usual class: inhibitors; 1.3% of 340,000 active; Pol beta primer extension/strand displacement, fluorescence kinetic; further: potency means the concentration at half of the fitted maximal effect; on the % scale 0 is the no-effect control and ±100 the full control effect
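Kinetic readout of DNA synthesis with strand displacement by Pol beta. Compound and 10 nM enzyme sit 15 min at room temperature; 50 nM substrate starts the reaction, read immediately and at 10 min.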
RGS4 inhibitor: human RGS4 inhibition; AID 504845; Potency, µM (doses to about 114 µM), for the others: at the highest dose activity change, negative = inhibition, hits mostly inhibitors; Transcreener GDP fluorescence polarization, RGS4-accelerated GTP hydrolysis; 0.039% of 390,000 active; further: potency means the concentration at half of the fitted maximal effect; on the % scale 0 is the no-effect control and ±100 the full control effect; nearly all actives have a fitted effect of over 75% in size; some results filed as inactive show a strong effect at the top dose
Target sequence (P49798 whole entry, looked up): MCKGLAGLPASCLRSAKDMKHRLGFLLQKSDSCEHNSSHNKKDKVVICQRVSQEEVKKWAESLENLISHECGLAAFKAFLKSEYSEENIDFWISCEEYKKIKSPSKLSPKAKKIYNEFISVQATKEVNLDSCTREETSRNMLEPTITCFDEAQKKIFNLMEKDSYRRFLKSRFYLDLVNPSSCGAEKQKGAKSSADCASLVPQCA
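MLSMR compounds (23 nl, pin-transferred) preincubated 10 min at room temperature with a 500nM (2x) first reagent, then RGS4 at 900nM (2x) plus Transcreener GDP mix added; fluorescence polarization (620/688 nm) read before and after 90 min at 30 °C.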
ALOX12 inh: ALOX12 (human) lipoxygenase inhibition. purified 12hLO, xylenol orange hydroperoxide absorbance. Potency, µM (titrated, usually from 108 µM), for inactives: top-dose activity change, negative = inhibition, actives largely listed as inhibitors. 1.1% of 580,000 active. AID 1671190; further: potency means the concentration at half of the fitted maximal effect; on the % scale 0 is the no-effect control and ±100 the full control effect
Target sequence (P18054 whole entry, looked up): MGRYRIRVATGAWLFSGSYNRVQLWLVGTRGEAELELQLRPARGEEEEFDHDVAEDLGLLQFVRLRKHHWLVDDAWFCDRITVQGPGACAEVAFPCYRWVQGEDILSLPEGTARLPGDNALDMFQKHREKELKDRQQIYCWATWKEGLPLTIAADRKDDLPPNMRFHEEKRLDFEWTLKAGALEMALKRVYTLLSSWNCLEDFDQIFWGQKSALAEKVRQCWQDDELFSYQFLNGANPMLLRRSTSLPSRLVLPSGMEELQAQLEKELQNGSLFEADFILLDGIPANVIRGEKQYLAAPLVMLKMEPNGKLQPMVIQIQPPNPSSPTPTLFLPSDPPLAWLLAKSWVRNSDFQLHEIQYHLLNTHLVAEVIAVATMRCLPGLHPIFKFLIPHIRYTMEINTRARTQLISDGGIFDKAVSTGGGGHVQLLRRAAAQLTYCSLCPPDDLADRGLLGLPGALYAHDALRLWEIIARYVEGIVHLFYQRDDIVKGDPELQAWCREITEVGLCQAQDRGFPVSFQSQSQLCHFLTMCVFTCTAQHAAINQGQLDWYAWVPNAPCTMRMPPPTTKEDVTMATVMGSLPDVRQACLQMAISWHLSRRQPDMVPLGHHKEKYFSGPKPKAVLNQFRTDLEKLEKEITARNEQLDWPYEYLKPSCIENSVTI
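Hydroperoxide product was detected by ferrous iron/xylenol orange as the 573 to 405 nm absorbance ratio. Arachidonic acid at 40 uM (final) was turned over for 30 min at room temperature by 150 nM human 12hLO, pH 7.0 Hepes buffer, after 15 min compound preincubation.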
APE1 inh: blocks human APE1 abasic DNA cleavage. AID 2517. recombinant APE1, TAMRA/BHQ-2 abasic DNA cleavage fluorescence. Potency, µM (doses to about 65.8 µM), inactives show at the highest dose activity change, negative = inhibition, hits mostly inhibitors. 0.35% of 350,000 active. P27695;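 further: potency means the concentration at half of the fitted maximal effect; plate controls were vehicle for no effect and reference inhibitor for full effect; nearly all actives have a fitted effect of over 55% in size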
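0.75 nM APE1 + cpd, 15 min RT; start w/ 50 nM TAMRA/BHQ-2 THF-abasic dsDNA; kinetic fluor 525/598 nm ×3 reads @60 s; Δ(read3−read1); normalized to DMSO and NSC13755 control wells.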
Anesthetic bind: candidate novel general anesthetic via apoferritin binding; AID 485281; Potency, µM (highest dose often 77.5 µM), for inactives: at the highest dose activity change, negative = displacement, usual class: inhibitors; 0.074% of 350,000 active; apoferritin/1-aminoanthracene competitive binding, fluorescence; P02791; further: potency means the concentration at half of the fitted maximal effect; on the % scale 0 is the no-effect control and ±100 the full control effect; nearly all actives have a fitted effect of over 20% in size
Target sequence (P02791 2-175 limits assumed): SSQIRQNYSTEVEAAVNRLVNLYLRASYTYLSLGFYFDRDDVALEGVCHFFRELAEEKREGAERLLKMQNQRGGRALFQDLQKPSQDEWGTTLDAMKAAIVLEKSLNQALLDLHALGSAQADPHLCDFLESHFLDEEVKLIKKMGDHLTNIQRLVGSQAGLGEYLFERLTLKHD
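In PBS, apoferritin at 10 uM is loaded with 1-AMA from a 50% saturated solution. After 10 min of compound exposure at ambient temperature, reduced 535 nm fluorescence indicates probe displacement.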
POLH inh: blocks human DNA polymerase eta activity; Q9Y253; recombinant Pol eta, fluorescent DNA replication assay; Potency, µM (highest dose often 114 µM), inactives show top-dose activity change, negative = inhibition, usual class: inhibitors; 1.2% of 390,000 active; AID 588591; further: potency means the concentration at half of the fitted maximal effect; on the % scale 0 is the no-effect control and ±100 the full control effect
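Pol eta at 10 nM preincubated with compounds 15 min at room temperature; reaction started with fluorescent substrate (50 nM final) and read kinetically at 0 and 10 min.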
ERG-DNA inh: ERG Ets/DNA interaction inhibition; Potency, µM (series often up to 76.9 µM), for the others: at the top dose FP activity, negative = inhibition, hits mostly inhibitors; 0.028% of 370,000 active; AID 624246; fluorescence polarization, His-ERG Ets domain / labelled DNA; active means well fitted inhibition curve with a large enough effect in the polarisation, with a control signal flat; inconclusive means small, poorly fitted or top-dose-only effect, or effect the other way, or a change in a side signal; inactive means no such curve, though single readings can be large or run the other way; the % refers to the polarisation;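 further: polarization taken with two DNA probes labelled with fluorescein and Texas red; potency means the concentration at half of the fitted maximal effect; % of control where 0% means no effect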
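His-tagged ERG Ets domain (1 uM in the protein solution; 300mM KCl, 50mM Tris-HCl, 1mM EDTA, 1mM DTT, pH 7.5) received compound, then a probe mix of 5 nM fluorescein-DNA and 100nM Texas-615-DNA. Fluorescence polarization was read for both dyes.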
Pol kappa inh: inhibitors of human DNA polymerase kappa; purified Pol kappa, fluorescent DNA synthesis assay, 10 min; 0.53% of 400,000 active; Q9UBT6; Potency, µM (top dose mostly 107 µM), without a hit: at the top dose activity, negative = inhibition, most hits filed as inhibitors; further: potency means the concentration at half of the fitted maximal effect; on the % scale 0 is the no-effect control and ±100 the full control effect
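Enzyme at 10 nM met test compounds for 15 min at room temperature. Substrate addition (50 nM final) began the reaction, which was monitored by fluorescence at 0 and 10 min.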
LDHA inh: inhibitors of human lactate dehydrogenase A. P00338. purified LDHA, NADH/diaphorase-resazurin fluorescence; hits give low values. activity change, % (values are at about 110 or 230 µM). 0.15% of 480,000 active; in the data active means activity change below about -30%; inconclusive means mostly about -25% to -30%;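 further: plate controls were DMSO wells for no effect and wells without enzyme for full effect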
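Human LDH5 at 2 nM final in Tris HCl pH 7.4 with 0.06 mM NADH and 0.2 mM pyruvate, reacted 5 minutes at room temperature. Remaining NADH coupled via diaphorase/resazurin; resorufin fluorescence read at 0 and 20 minutes, normalized to enzyme-free and DMSO wells.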
* marks the source's active call; other numbers are inactive results; ? = inconclusive; . = not tested or not shown; & = joins results of further samples; [ ] = dose if it differs, or a comment. Unless noted, the call rests on the fitted dose curve; in most records, active means well fitted curve in the direction sought with a large enough effect; inconclusive means small, poorly fitted or top-dose-only effect, or another doubt; inactive means no such curve, though single readings can be large; an effect the other way counts as inactive or inconclusive.

(1) c1ccc(Cn2nnc(-c3ccccc3)n2)cc1
(2) CCOC(=O)c1ccccc1NC(=O)/C=C/C(=O)O
(3) Cc1ccc(CNC(=O)C2CCN(S(=O)(=O)c3cn(C)cn3)CC2)cc1
(4) NNC(=O)C1=NOC2COC3(CCN(c4ncccn4)CC3)OCC12 (centres undefined)
(5) Cc1cc(C(=O)COC(=O)CC(NC(N)=O)c2ccc(Cl)cc2)c(C)n1C (centres undefined)
(6) Cc1ccc(-n2ncc3c(=O)n(CC(=O)NC4CCCCC4)cnc32)cc1C
(7) CCCNc1nc(N)nc(-c2cc(Cl)ccc2OC)n1
(8) O=S1(=O)CC(O)C(N2CCCCC2)C1 (centres undefined)
compound no.	1	2	3	4	5	6	7	8
Pol beta inh	26.8%	1.8%	9.5%	?	.	-1.7%	8.9%	?
RGS4 inhibitor	-0.5%	0.3%	23.4%	-13.1%	-28.2%	-0.3%	-22.9%	30.5%
ALOX12 inh	0.1%	?	-21.3%	1.0%	?	15.1%	148.9%[activator]	-9.5%
APE1 inh	5.4%	-1.4%	.	-5.8%	8.0%	1.0%	3.6%	-2.9%
Anesthetic bind	-14.6%	-3.9%	7.8%	-15.5%	.	-10.4%	-5.2%	3.5%
POLH inh	-1.2%	-21.2%	-2.0%	-11.0%	-4.6%	-1.7%	-10.7%	1.8%
ERG-DNA inh	-2.3%	-3.4%	2.8%	-2.3%	-7.2%	.	6.7%	10.4%
Pol kappa inh	-3.7%	-9.8%	-11.1%[60.1 µM]	-1.4%	-15.1%	-10.0%	0.3%	-1.5%
LDHA inh	-6.4	0.6	-1.6	-8.1	-2.2	-8.2	-2.5	-4.7

(9) CCN(CC(=O)Nc1c(F)cccc1F)C(=O)CCOc1ccc(C)cc1
(10) COC(=O)c1cc(C(=O)OCC(=O)c2ccc3c(c2)NC(=O)CO3)cc([N+](=O)[O-])c1
(11) Cc1cc(C)c(NC(=O)C2CCCN(C(=O)c3cnn(-c4ccccc4)c3-n3cccc3)C2)c(C)c1 (centres undefined)
(12) Cc1cc(C)n2nc(/C(C#N)=C/c3ccccc3)c(C#N)c2n1
(13) Cc1cccc2cc(CN(Cc3cccnc3)C(=S)NCCCN(C)C)c(=O)[nH]c12
(14) COc1cccc2c1NC(C(=O)O)C1CC=CC21 (centres undefined)
(15) CC(C)Cc1nnc(NS(=O)(=O)c2ccc(Cl)cc2)s1
(16) COc1ccc(NC(=S)NNc2ccc(S(=O)(=O)Nc3ccccc3C(=O)O)cc2[N+](=O)[O-])cc1
compound no.	9	10	11	12	13	14	15	16
Pol beta inh	.	.	12.7%	9.7%	?	1.78µM*	-12.0%	7.8%
RGS4 inhibitor	6.6%	-15.1%	-3.3%	14.4%	-28.3%	?	-0.9%	-19.5%[11.4 µM]
ALOX12 inh	-15.4%	-9.7%	0.0%	0.0%	-0.6%	.	-3.3%	7.94µM*
APE1 inh	25.2%	4.6%	.	0.0%	0.8%	11.2µM*	-12.9%	9.4%
Anesthetic bind	.	.	-13.0%	-10.2%	-15.4%	-16.6%	-2.5%	-0.2%
POLH inh	-8.0%	3.3%	-19.5%	-3.8%	-0.4%	2.51µM*	-2.7%	?
ERG-DNA inh	2.3%	6.0%	4.8%	-3.7%	-0.3%	10.9%	-3.0%	-6.3%
Pol kappa inh	-7.6%	-3.9%	-1.2%	-4.7%	-1.3%	7.94µM*	8.3%	?
LDHA inh	-0.5	-10.4	-2.1	-9.2	-5.8	21.4	0.2	-4.8

(17) CCC(=O)N1CCc2cc(Br)cc(S(=O)(=O)N3CCC(C(=O)NCCCOC(C)C)CC3)c21
(18) COC(=O)CSc1nnc(CNC(=O)c2ccc(S(=O)(=O)N3CCCCC3)cc2)n1C
(19) CCOC(=O)c1[nH]c2ccccc2c1NC(=O)c1ccc(C)c(C)c1
(20) COc1ccc(Nc2ncccc2C(=O)NCc2ccccc2)cc1
(21) COCC(=O)Nc1cccc(-c2nc3cccnc3s2)c1
(22) O=C(Nn1c(-c2ccncc2)nc2ccccc2c1=O)c1ccc(Br)cc1
(23) Cc1ccccc1NC(=O)COC(=O)c1ccc2c(c1)C(=O)N(CCCN1CCOCC1)C2=O
(24) CC(OC(=O)Cn1[nH]c(=O)c2ccccc2c1=O)C(=O)Nc1ccc(Cl)cn1 (centres undefined)
compound no.	17	18	19	20	21	22	23	24
Pol beta inh	15.3%&-0.7%	-0.6%	15.2%	1.5%	2.7%	41.6%	.	.
RGS4 inhibitor	25.3%&6.0%	-25.8%	7.1%	-23.0%	28.0%	10.7%	2.7%	-1.3%
ALOX12 inh	-14.1%&-3.3%	16.6%	-15.3%	-42.8%	2.0%	-0.7%	4.1%	180.3%[activator]
APE1 inh	-5.0%	-1.3%	.	4.3%	.	-0.6%	.	2.0%
Anesthetic bind	13.5%&-0.8%	-18.6%	87.2%[activator]	-18.3%	45.4%[activator]	-2.6%	.	.
POLH inh	-2.9%&-4.1%	-9.4%	0.0%	-11.8%	-22.8%	-0.2%	-15.1%	-16.4%
ERG-DNA inh	-5.2%&-6.8%	-6.9%	-15.0%	6.5%	1.9%	0.6%	-1.4%	6.7%
Pol kappa inh	-6.8%&10.0%	1.5%	7.7%	-5.7%	-10.1%	-9.2%	-15.7%	11.2%
LDHA inh	-1.9&2.5	-11.4	-1.7	0.1	-5.2	-7.4	-6.2	-0.9

Entries listed so far printed as active in Pol beta inh.
No.	SMILES	Pol beta inh	RGS4 inhibitor	ALOX12 inh	Anesthetic bind	POLH inh	ERG-DNA inh	Pol kappa inh
14	COc1cccc2c1NC(C(=O)O)C1CC=CC21 (centres undefined)	1.78µM*	?	.	-16.6%	2.51µM*	10.9%	7.94µM*

Later entries:
(25) Cc1cccc(Nc2nc(-c3ccccc3)c(C(=O)Nc3cccnc3)s2)c1
(26) CN(C)/C=C/C(=O)c1ccc(Cl)s1
(27) Cc1nnc(SCC(=O)N2CCCCC2)s1
(28) CCOc1cccc(/C(O)=C2/C(=O)C(=O)N(CCOC)C2c2ccc(C)o2)c1 (centres undefined)
(29) CCCCOc1ccc(-c2nnc(N)s2)cc1
(30) CCCCNC(=O)N(O)C1N(CCCC)C(=O)N(CC(=O)OC)C1(C)C (centres undefined)
(31) O=c1[nH]c2nc(Br)[nH]c(=O)c2[nH]1
(32) Cc1ccccc1-n1ncc2c1CC(C)(C)CC2NC(=O)CCN1Cc2ccccc2C1=O (centres undefined)
compound no.	25	26	27	28	29	30	31	32
Pol beta inh	4.2%	-21.6%	10.1%	0.7%	0.9%	2.8%	.	45.6%
RGS4 inhibitor	-30.1%	-6.9%	33.5%	-35.3%	-1.6%	-0.4%	-0.1%	-1.5%
ALOX12 inh	0.3%&5.3%	?	-20.1%	-22.9%	-10.2%	3.2%	-7.9%	42.5%[activator]
APE1 inh	-2.2%	-0.7%	13.1%	?	0.6%	16.6%	.	46.6%[activator]
Anesthetic bind	35.7%[activator]	-17.7%	-4.2%	-12.0%	-11.9%	2.0%	.	-7.8%
POLH inh	-22.1%	-25.1%	-6.7%	-8.5%	-7.7%	-0.5%	6.3%	-5.1%
ERG-DNA inh	-1.6%	-0.7%	-0.1%	5.9%	5.6%	.	1.1%	-16.4%
Pol kappa inh	-4.4%	-10.9%	-3.8%	-10.7%	-6.5%	-6.2%	-6.9%	3.9%
LDHA inh	-2.3&-2.2	-1.3	-11.7	3.6	-4.3	-9.8	-12.6	-2.4

(33) CC(C)OCCCNC(=O)C(NC(=O)c1ccc(Cl)cc1)C(C)C (centres undefined)
(34) CCOC(=O)C1CCCN(C(=O)c2cc(Cl)ccc2NC(=O)C2=C(C)OCCS2)C1 (centres undefined)
(35) Cc1noc(NS(=O)(=O)c2ccc(NC(=O)C34CCC(CC3)C4)cc2)c1C
(36) C=CCSC1=C(C#N)C(c2ccc(C(C)C)cc2)CC(=O)N1 (centres undefined)
(37) Cc1cc(-c2ccc(/C=N/n3cnnc3)o2)c([N+](=O)[O-])cc1C
(38) COc1ccc(N2CCN(CC(=O)Nc3ccc(SC(F)F)cc3)CC2)cc1
compound no.	33	34	35	36	37	38
Pol beta inh	-2.2%	20.2%	24.3%	13.1%	-1.5%	18.5%
RGS4 inhibitor	-27.4%	29.2%	-9.4%	?	?	-17.8%
ALOX12 inh	6.6%	22.7%	3.5%	7.0%[57.4 µM]	-0.4%	-11.7%
APE1 inh	-3.4%	-5.9%	17.3%	-4.4%	-2.3%	9.9%
Anesthetic bind	-6.5%	-7.8%	-10.7%	?	?	-8.9%
POLH inh	-9.8%	-6.3%	-12.3%	-18.3%	-5.4%	-17.6%
ERG-DNA inh	-12.8%	-5.7%	.	3.1%	0.0%	8.5%
Pol kappa inh	-5.1%	1.1%	2.9%	-2.8%	-5.3%	8.6%
LDHA inh	-6.6	-8.7	-0.2	2.5	9.4	2.1

Some of the compounds tested, so the mix of outcomes need not match the whole.
